Screening results as filed in PubChem BioAssay.
Salmonella PhoP GFP: Inhibition of PhoP regulon, Salmonella typhi GFP reporter cells, confirmation, 4 h (AID 1850). inhibition, % at 50 µM, or IC50 in µM where a hit was titrated. Salmonella Typhi PhoP-promoter GFP reporter, fluorescence, 4 h; higher % means a stronger effect. 0.33% of 310,000 active; in the data active = a potency from the dose series; inconclusive = inhibition mostly from about 25% at the one dose, without a potency; inactive = the rest, 99 in 100 with inhibition below about 19%;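 note: 0% = induced wells with vehicle and 100% = uninduced wells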
VEEV TC-83 Vero: inhibitors of VEEV TC-83 cytopathic effect, confirmation, Vero cells (AID 588727) | Vero cells, VEEV TC-83 cytopathic effect inhibition; higher % means a stronger effect | one-dose inhibition, % at 20 µM; IC50 in µM for titrated hits | 0.13% of 350,000 active; in the data active = a potency from the dose series; inconclusive = inhibition mostly from about 14% at the one dose, without a potency; inactive = the rest, 99 in 100 with inhibition below about 12%; note: strong numbers were not always called active
influenza NS1A: H1N1 influenza NS1A inhibitors, functional cell based assay (AID 504329). 0.3% of 340,000 active. NS1A functional cell-based assay, percent inhibition; higher % means a stronger effect. inhibition, % at 12.5 µM; hits with a dose series show IC50 in µM; in the data active = a potency from the dose series; inconclusive = inhibition above about 27% without an active follow-up result; note: strong numbers were not always called active
tuberculosis growth: growth inhibition of non-replicating M. tuberculosis (AID 488890). Mycobacterium tuberculosis non-replicating, growth inhibition; higher % means a stronger effect. inhibition, % at 25 µM, or IC50 in µM where a hit was titrated. 0.39% of 320,000 active; in the data active = a potency from the dose series; inconclusive = inhibition mostly from about 82% at the one dose, without a potency; inactive = the rest, 99 in 100 with inhibition below about 76%;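 note: plate controls were DMSO cells for no effect and high antibiotic wells for full effect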
H37Rv inhibition: M. tuberculosis growth inhibition, HTS (AID 449762); 0.59% of 330,000 active; inhibition, % at 25 µM, or IC50 in µM where a hit was titrated; M. tuberculosis H37Rv growth inhibition, 7H9 media; higher % means a stronger effect; in the data active = a potency from the dose series; inconclusive = inhibition above about 70% without an active follow-up result;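 note: bacterial growth assessed after seven days of incubation; strong numbers were not always called active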
VEEV TC-83 Vero 10K pilot screen: recorded beside VEEV TC-83 Vero, whose call it bears; inhibition, %; measured here: 10K pilot screen inhibition
Numbers without * were called inactive; & = joins results of further samples.

For CC(=O)Nc1ccc(NC(=O)C(C)Sc2nc3ccccc3c(=O)n2Cc2ccco2)cc1 (stereo not given) the results were Salmonella PhoP GFP 0.8%, VEEV TC-83 Vero 1.3%, influenza NS1A -16.7%, tuberculosis growth -19.7% and H37Rv inhibition -0.7%.
For COc1cc(CNc2ccc(O)cc2)cc(Br)c1OCc1ccccc1 the results were Salmonella PhoP GFP -32.9%, VEEV TC-83 Vero 8.1%, influenza NS1A 9.4%, tuberculosis growth inconclusive and H37Rv inhibition 0.4%.
CCn1c(=NC(=O)c2ccc(N3C(=O)CCC3=O)cc2)sc2c(OC)ccc(OC)c21 was read as Salmonella PhoP GFP 13.5%, VEEV TC-83 Vero 0.9%, influenza NS1A 7.0%, tuberculosis growth 33.4% and H37Rv inhibition -3.6%.
`Cc1ccc(COc2ccc(/C=N/NC(=O)CN3CCCCC3)cc2)cc1` gave Salmonella PhoP GFP -14.4%, VEEV TC-83 Vero 2.0%, influenza NS1A 8.4%, tuberculosis growth 70.6% and H37Rv inhibition 11.3%.
Screening COc1ccc(NC(=O)C2CCN(S(=O)(=O)c3ccc4c(c3)CC(C)N4C(C)=O)CC2)cc1OC (stereo not given) returned Salmonella PhoP GFP 10.3%, VEEV TC-83 Vero 1.8%, influenza NS1A 0.2%, tuberculosis growth 11.3% and H37Rv inhibition 3.8%.
For Cc1ccccc1NC(=S)N(Cc1ccco1)C(C)c1ccccn1 (stereo not given) the results were Salmonella PhoP GFP -6.6%, VEEV TC-83 Vero inactive, influenza NS1A -3.2%, tuberculosis growth 0.9% and H37Rv inhibition -0.1%.
`COCCNS(=O)(=O)c1cc(OC)ccc1OC` gave Salmonella PhoP GFP 4.1%, VEEV TC-83 Vero 0.2%, influenza NS1A -11.2%, tuberculosis growth -5.7% and H37Rv inhibition 0.6%.
For COC(=O)C(C)n1nnc2sc(-c3ccccc3)cc2c1=O (stereo not given) the results were Salmonella PhoP GFP 8.5%, VEEV TC-83 Vero 1.4%, influenza NS1A -5.2%, tuberculosis growth 32.7% and H37Rv inhibition 1.5%.
Cc1ccc(S(=O)(=O)Nc2cccc(C(=O)NCC3(N4CCCCC4)CCCCC3)c2)cc1F was read as Salmonella PhoP GFP 1.5%, VEEV TC-83 Vero 1.7%, influenza NS1A -1.1%, tuberculosis growth 17.8% and H37Rv inhibition -4.6%.
Cc1cc(NC(=O)CCC(=O)N(c2ccccc2)C2(C(=O)NC3CCCCC3)CCCC2)no1 was read as Salmonella PhoP GFP -0.2%&4.3%, VEEV TC-83 Vero inactive, influenza NS1A 5.8%, tuberculosis growth 42.0%, H37Rv inhibition 3.9% and VEEV TC-83 Vero 10K pilot screen 0.7.
For CCC(C)(C)NC(=O)C(c1ccncc1)N(Cc1cccs1)C(=O)Cn1nnc2ccccc21 (stereo not given) the results were Salmonella PhoP GFP -3.9%, VEEV TC-83 Vero 2.9%, influenza NS1A -13.4%, tuberculosis growth -4.0% and H37Rv inhibition 5.0%.
For CC(C)C(=O)N1CCN(c2ccccc2NC(=O)COc2ccc(C3CCCCC3)cc2)CC1 the results were Salmonella PhoP GFP -4.2%, VEEV TC-83 Vero 2.0%, influenza NS1A 14.8%, tuberculosis growth 29.1% and H37Rv inhibition 2.1%.

Looked up by compound from the list above, four records:
For Cc1ccccc1NC(=S)N(Cc1ccco1)C(C)c1ccccn1 (stereo not given) the results were Salmonella PhoP GFP -6.6%, VEEV TC-83 Vero inactive, influenza NS1A -3.2%, tuberculosis growth 0.9% and H37Rv inhibition -0.1%.
For CCC(C)(C)NC(=O)C(c1ccncc1)N(Cc1cccs1)C(=O)Cn1nnc2ccccc21 (stereo not given) the results were Salmonella PhoP GFP -3.9%, VEEV TC-83 Vero 2.9%, influenza NS1A -13.4%, tuberculosis growth -4.0% and H37Rv inhibition 5.0%.
`Cc1ccc(COc2ccc(/C=N/NC(=O)CN3CCCCC3)cc2)cc1` gave Salmonella PhoP GFP -14.4%, VEEV TC-83 Vero 2.0%, influenza NS1A 8.4%, tuberculosis growth 70.6% and H37Rv inhibition 11.3%.
`COCCNS(=O)(=O)c1cc(OC)ccc1OC` gave Salmonella PhoP GFP 4.1%, VEEV TC-83 Vero 0.2%, influenza NS1A -11.2%, tuberculosis growth -5.7% and H37Rv inhibition 0.6%.

(further entries)
`CC1(c2ccccc2)CC(C)(C)N(C(N)=O)c2ccccc21` (stereo not given) gave Salmonella PhoP GFP -3.6%, VEEV TC-83 Vero inactive, influenza NS1A -5.9%, tuberculosis growth -4.4% and H37Rv inhibition 3.0%.
Cc1ccc(S(=O)(=O)N2CC(C)N(S(C)(=O)=O)C2)cc1 (stereo not given) was read as Salmonella PhoP GFP -8.7%, VEEV TC-83 Vero 0.8%, influenza NS1A 0.3%, tuberculosis growth -8.3% and H37Rv inhibition 4.6%.
Cc1ccc(CNc2ncnc3cc(Cl)ccc23)o1 was read as Salmonella PhoP GFP 0.7%, VEEV TC-83 Vero 0.1%, influenza NS1A -6.7%, tuberculosis growth 12.8% and H37Rv inhibition 2.8%.
Screening CCc1cccc(C)c1NC(=O)CSc1nc2ccc(N3C(=O)c4ccccc4C3=O)cc2s1 returned Salmonella PhoP GFP -0.3%, VEEV TC-83 Vero 5.2%, influenza NS1A 5.1%, tuberculosis growth 6.1% and H37Rv inhibition -6.9%.
For CCc1ccc(NC(=O)NCCCN2CCCC2=O)cc1 the results were Salmonella PhoP GFP -9.5%, VEEV TC-83 Vero 1.0%, influenza NS1A -1.0%, tuberculosis growth -4.4% and H37Rv inhibition -17.0%.
For CCn1cc(CCC(=O)NCc2cccc(OC)c2OC)c2ccccc21 the results were Salmonella PhoP GFP 5.4%, VEEV TC-83 Vero 0.4%, influenza NS1A -4.2%, tuberculosis growth 6.9% and H37Rv inhibition 3.8%.
Screening O=C(NCc1ccccn1)c1cc(-n2cnnc2)ccc1Cl returned Salmonella PhoP GFP -7.2%, VEEV TC-83 Vero inactive, influenza NS1A -1.5%, tuberculosis growth 4.1% and H37Rv inhibition 0.5%.
`COC(C[C@@H](O)CC(=O)[C@H](C)OCc1ccccc1)OC` gave VEEV TC-83 Vero inactive and influenza NS1A 8.3%.
Cc1ccccc1-n1c(Cn2c(=O)sc3ccccc32)nnc1SCC(=O)N1CCCC1 was read as Salmonella PhoP GFP 10.1%, VEEV TC-83 Vero 0.3%, influenza NS1A 2.6%, tuberculosis growth 3.4% and H37Rv inhibition -4.8%.
`N#CC(=C(O)COC(=O)Cc1c[nH]c2ccccc12)c1nc2ccccc2[nH]1` gave VEEV TC-83 Vero 6.7% and influenza NS1A 42.4%.
CC(C)=NNc1ncnc2nc[nH]c12 was read as VEEV TC-83 Vero 7.6% and influenza NS1A -12.2%.
Screening COc1c(F)c(F)c(C(=O)Nc2ccc(NC(=O)c3ccco3)cc2)c(F)c1F returned Salmonella PhoP GFP -0.9%, VEEV TC-83 Vero 7.8%, influenza NS1A 4.9%, tuberculosis growth -8.5% and H37Rv inhibition 5.5%.
Screening COc1ccc(C(=O)NC2CCSc3ccccc32)cc1S(=O)(=O)N1CCOCC1 (stereo not given) returned Salmonella PhoP GFP 3.8%, VEEV TC-83 Vero 7.8%, influenza NS1A -3.5%, tuberculosis growth -6.2% and H37Rv inhibition -9.0%.
For Cc1cccc(N2CCN(S(=O)(=O)c3ccc(-c4cc(C)no4)s3)CC2C)c1 (stereo not given) the results were Salmonella PhoP GFP -11.1%, VEEV TC-83 Vero 1.9%, influenza NS1A -2.2%, tuberculosis growth 7.0% and H37Rv inhibition -0.2%.
`O=c1oc2c(CN3CCCCC3)c(O)ccc2c2c1CCCCC2` gave Salmonella PhoP GFP 6.5%, VEEV TC-83 Vero 3.2%, influenza NS1A -1.3%, tuberculosis growth 11.1% and H37Rv inhibition -16.3%.
COc1ccc(C(=O)NC(=O)COC(=O)C2CC2C)cc1 (stereo not given) was read as VEEV TC-83 Vero 1.9%, influenza NS1A -9.4%, tuberculosis growth -1.0% and H37Rv inhibition -6.5%.
Screening CCn1c(O)c(C2=c3ccccc3=NC2=O)c2cc(Br)ccc21 returned Salmonella PhoP GFP 15.9%, tuberculosis growth 73.8% and H37Rv inhibition inconclusive.
`CCc1ccc(NC(=O)[C@H](NC(=O)[C@@H]2Cc3ccccc3CN2)c2ccccc2)cc1` gave Salmonella PhoP GFP -26.5%, VEEV TC-83 Vero 1.9%, influenza NS1A 5.3%, tuberculosis growth -17.3% and H37Rv inhibition 18.4%.
`CCC(C)(C)NC(=O)CN(C(=O)CCC(=O)Nc1nccs1)c1ccccc1C` gave Salmonella PhoP GFP -7.0%, VEEV TC-83 Vero inactive, influenza NS1A -0.8%, tuberculosis growth 7.8% and H37Rv inhibition -2.9%.
`COc1ccc(CCNc2nc(C)nc3c2oc2ccccc23)cc1OC` gave Salmonella PhoP GFP -14.7%, VEEV TC-83 Vero 10.7%, influenza NS1A -3.3%, tuberculosis growth 2.4% and H37Rv inhibition 2.0%.
CCc1c(C)nc(Nc2nc(C)c3ccc(OC)cc3n2)[nH]c1=O was read as Salmonella PhoP GFP -7.9%, VEEV TC-83 Vero 13.4%, influenza NS1A -8.2%, tuberculosis growth 34.0% and H37Rv inhibition -6.7%.
`O=C(/C=C/c1ccccc1)NC(=S)Nc1ccc(CN2CCOCC2)cc1` gave Salmonella PhoP GFP -2.7%, VEEV TC-83 Vero 0.3%, influenza NS1A 12.0%, tuberculosis growth 32.7%, H37Rv inhibition 7.1% and VEEV TC-83 Vero 10K pilot screen 0.9.
Screening O=C(O)C1(NS(=O)(=O)c2ccc(Cl)cc2)CCCCC1 returned Salmonella PhoP GFP -15.7%, VEEV TC-83 Vero inactive, influenza NS1A -9.8%, tuberculosis growth -9.3% and H37Rv inhibition -0.4%.
Screening COc1cc(Cl)ccc1OCc1cc(C(=O)N(C)C2CC(C)(C)NC(C)(C)C2)no1 returned Salmonella PhoP GFP -7.9%, VEEV TC-83 Vero 1.8%, influenza NS1A 17.9%, tuberculosis growth -9.7% and H37Rv inhibition -4.0%.
For Cc1ccccc1-c1nn(-c2ccc(F)cc2F)cc1CNCCN(C)C the results were Salmonella PhoP GFP 7.4%, VEEV TC-83 Vero inactive, influenza NS1A 4.4%, tuberculosis growth 30.6% and H37Rv inhibition -3.4%.
`CC(=C1C(=O)c2ccccc2C1=O)N1CCN(CCN=CC2=C(O)CC(C)(C)CC2=O)CC1` gave Salmonella PhoP GFP -6.9%, VEEV TC-83 Vero 0.3%, influenza NS1A 20.3%, tuberculosis growth 2.9% and H37Rv inhibition -2.7%.
CN(C)N1C(N)=C(C#N)C(c2ccc(Cl)cc2)C2=C1CCCC2=O (stereo not given) was read as Salmonella PhoP GFP 0.5%, VEEV TC-83 Vero 0.9%, influenza NS1A -4.4%, tuberculosis growth 6.1% and H37Rv inhibition -0.8%.
Screening CN1C=C(C(F)(F)F)C=C/C1=C(\C#N)c1nnc2n1CCCCC2 returned Salmonella PhoP GFP 11.7%, VEEV TC-83 Vero inactive, influenza NS1A 7.4%, tuberculosis growth -3.4% and H37Rv inhibition -2.8%.
`O=C(CCCc1nc(-c2ccccc2)no1)NC1CCCC1` gave Salmonella PhoP GFP 8.7%, VEEV TC-83 Vero 0.6%, influenza NS1A 1.3%, tuberculosis growth 56.7% and H37Rv inhibition -0.3%.
Screening Cc1[nH]nc2c1C(c1ccc(OC(=O)c3ccco3)cc1)C(C#N)=C(N)O2 (stereo not given) returned Salmonella PhoP GFP 10.1%, VEEV TC-83 Vero 2.5%, influenza NS1A -13.0%, tuberculosis growth 6.69µM* and H37Rv inhibition inconclusive.
`COc1cccc(CC(=O)OCC(=O)NC(Cc2ccccc2)C(C)=O)c1` (stereo not given) gave Salmonella PhoP GFP -3.3%, VEEV TC-83 Vero 0.7%, influenza NS1A -4.4%, tuberculosis growth 7.0% and H37Rv inhibition -1.7%.
Screening CSc1n[nH]c2nc3c(c(=O)n12)C1(CCCCC1)Cc1ccccc1-3 returned Salmonella PhoP GFP 2.7%, VEEV TC-83 Vero 0.6%, influenza NS1A -12.4%, tuberculosis growth 34.8% and H37Rv inhibition 3.2%.
COc1ccc(NC(=O)c2ccco2)c2ccccc12 was read as Salmonella PhoP GFP -2.5%, VEEV TC-83 Vero 2.6%, influenza NS1A -6.0%, tuberculosis growth 50.9% and H37Rv inhibition 13.2%.
For CC(NC(=O)c1ccco1)C(c1cccs1)N1CCN(c2ccc(F)cc2)CC1 (stereo not given) the results were Salmonella PhoP GFP -1.3%, VEEV TC-83 Vero 8.1%, influenza NS1A 3.7%, tuberculosis growth 8.9% and H37Rv inhibition -3.2%.
